# Gli-Sufu block: Gli-Sufu pathway antagonism | inhibition, % at 5 µM | 0.74% of 340,000 active | AID 588413 | Sufu-KO-LIGHT fibroblasts, Gli luciferase reporter luminescence;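 active = inhibition above about 55%, limit read from the data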;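 also: 0% = DMSO-treated cells and 100% = wells with medium but no cells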
# EBI2 block: blocks human EBI2 receptor beta-arrestin signaling; EBI2 beta-arrestin recruitment, luminescence, 7a,25-OHC stimulated; AID 651636; inhibition, % at 5 µM; 0.81% of 360,000 active; in the data active = inhibition above about 38%;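 also: enzyme fragment complementation signal reports receptor beta-arrestin coupling in cells; 0% = agonist plus DMSO wells and 100% = wells without agonist; some results beyond the cut were filed as inactive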
# CXCR6 inh: blocks human CXCR6 beta-arrestin recruitment | CHO-K1 PathHunter CXCR6 beta-arrestin, luminescence | O00574 | inhibition, % at 20 µM | 0.36% of 360,000 active | AID 602244; in the data active = inhibition above about 34%, passing the limit was not always enough;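 also: antagonist mode with CXCL16 agonist at 10 nM final; 0% = 10 nM CXCL16 with DMSO and 100% = unstimulated wells without agonist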
# CCR6 antagonist: antagonists of human CCR6 receptor | P51684 | CHO-K1 CCR6 PathHunter beta-arrestin, luminescence, CCL20-stimulated | inhibition, % at 20 µM | 0.49% of 340,000 active;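 active = compounds whose inhibition of the agonist-driven luminescence signal at 20 µM reaches about 50%, limit read from the data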;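 also: cells stimulated with CCL20 at 14 nM final; plate controls were DMSO with CCL20 for no effect and DMSO without agonist for full effect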
# Target sequence (P51684 whole entry, looked up): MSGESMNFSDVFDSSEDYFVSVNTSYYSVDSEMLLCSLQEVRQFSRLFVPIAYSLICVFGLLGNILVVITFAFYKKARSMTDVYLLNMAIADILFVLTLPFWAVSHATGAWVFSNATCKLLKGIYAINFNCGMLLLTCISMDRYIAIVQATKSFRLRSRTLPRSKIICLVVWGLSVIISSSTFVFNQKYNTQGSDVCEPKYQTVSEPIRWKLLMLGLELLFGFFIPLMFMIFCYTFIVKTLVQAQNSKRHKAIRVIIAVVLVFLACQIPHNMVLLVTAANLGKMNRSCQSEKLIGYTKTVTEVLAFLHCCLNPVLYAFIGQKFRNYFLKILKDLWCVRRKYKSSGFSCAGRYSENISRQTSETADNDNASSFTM
# ATG4B inh: blocks human ATG4B protease cleavage of LC3 substrate | ATG4B cleavage of LC3-PLA2, NBD-HPC fluorescence, 1 h | inhibition, % at 8.33 µM | 0.51% of 340,000 active; in the data active = inhibition above about 40%
# Target sequence (Q9Y4P1 whole entry, looked up): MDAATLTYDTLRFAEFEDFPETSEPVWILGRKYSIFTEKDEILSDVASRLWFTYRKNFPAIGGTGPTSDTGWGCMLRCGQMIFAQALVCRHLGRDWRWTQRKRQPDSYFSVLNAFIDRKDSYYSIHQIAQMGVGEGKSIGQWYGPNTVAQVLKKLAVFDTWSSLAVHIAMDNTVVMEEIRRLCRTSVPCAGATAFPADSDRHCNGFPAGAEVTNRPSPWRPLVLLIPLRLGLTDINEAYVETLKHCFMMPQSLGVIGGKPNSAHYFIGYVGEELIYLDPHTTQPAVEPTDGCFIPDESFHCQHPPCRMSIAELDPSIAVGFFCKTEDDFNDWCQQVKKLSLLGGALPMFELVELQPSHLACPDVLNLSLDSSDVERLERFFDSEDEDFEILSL
# APJ antagonist: antagonists of human APJ apelin receptor; inhibition, % at 20 µM; AID 2521; 0.32% of 330,000 active; P35414; CHO-K1 APJ beta-arrestin complementation, luminescence;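 active = inhibition above about 40% at 20 µM, limit read from the data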;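 also: cells challenged with 10 nM apelin-13 agonist together with compound; plate controls were apelin-13 plus DMSO wells for no effect and DMSO wells lacking apelin-13 for full effect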
# UBC13 inh: human UBC13 polyubiquitination inhibition. P61088. UBC13 polyubiquitin chain formation, TR-FRET. inhibition, % at 20 µM. 0.47% of 330,000 active; in the data active = inhibition above about 45%, passing the limit was not always enough
# Target sequence (P61088 whole entry, looked up): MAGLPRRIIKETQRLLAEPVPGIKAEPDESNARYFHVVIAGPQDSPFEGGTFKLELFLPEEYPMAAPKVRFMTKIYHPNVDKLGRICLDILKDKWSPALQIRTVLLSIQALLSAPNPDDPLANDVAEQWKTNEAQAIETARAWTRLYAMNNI
# APJ ag: agonists of human APJ apelin receptor; P35414; 0.11% of 330,000 active; AID 2520; activation, % at 20 µM; CHO-K1 APJ PathHunter beta-arrestin, luminescence; 0% DMSO wells, 100% apelin;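 active = activation more than six SD over the plate average, tested at 20 µM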;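 also: 0% = DMSO alone and 100% = apelin-13 at 10 nM; some results filed as inactive read as strong as hits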
#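 system = engineered CHO-K1 APJ arrestin reporter cells | input = 1000 cells per well | timing = overnight seeding, 90 min compound at 25 °C, 1 h detection | measured by = enzyme-fragment complementation luminescence | read-out = beta-arrestin recruitment to APJ as agonist activity, luminescent signal | control set = negative DMSO alone, positive Apelin-13 at 10 nM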
# * hit, by the source's call; . = no result given.
# Order of values: APJ ag	Gli-Sufu block	CXCR6 inh	APJ antagonist	UBC13 inh	EBI2 block	ATG4B inh	CCR6 antagonist
- COc1ccc2c(c1)CC/C(=C\Nc1ccc3c(c1)OCO3)C2=O
    8	-64	-1	-53	-28	22	8	10
- O=C(CSc1nc2nn(-c3ccccc3)c(=O)c-2c2n1CCCCC2)Nc1ccc(F)cc1F
    -3	-8	4	2	10	5	3	18
- CC(C)N(Cc1nc2ccccc2[nH]1)C(C)C
    -5	11	-2	1	9	-4	-19	-9
- Cc1cc(C)cc(NC(=O)COC(=O)COc2ccc(N(C)S(=O)(=O)c3cccs3)cc2)c1
    -3	10	4	1	-12	-13	-14	-3
- CCOc1ccc(CNCCN2CCCC2)cc1
    -4	18	10	11	16	-10	4	6
- COc1ccc2c(c1)OC(=O)CC2c1ccccc1OC (stereo unspecified)
    .	-22	-2	.	.	-4	1	17
- CCC(=O)c1ccc(OCCn2cnc3ccccc32)cc1
    -1	-34	-1	-6	-3	-2	-5	4
- COc1ccc(OC)c(NC(=O)CSc2nnc(CNC(=O)c3cc(OC)c(OC)c(OC)c3)o2)c1
    -3	-6	0	19	0	-1	-9	20
- N/C(=N\OC(=O)c1ccc2ccccc2c1)c1ccc(Br)cc1
    6	-9	-10	-46	3	-6	3	-9
- CCOC(=O)COn1c(SCC(=O)OCC)nc2ccccc2c1=O
    -4	9	3	24	8	-6	2	-8
- COc1ccc(OCc2cc(C(=O)NC3CCOC(C)(C)C3)no2)c2ccccc12 (stereo unspecified)
    25	.	-13	-96	-12	2	.	.
- O=c1c2ccccc2ncn1CCCCOc1ccccc1F
    -1	-3	-1	5	-4	0	-1	10
- Cc1cc(C)cc(NC(=S)N2CCC(NC(=O)c3ccccc3C)CC2)c1
    -4	-1	-4	-4	2	1	-6	17
- CCOC(=O)CN(C(=O)CNC(=O)c1cccs1)C(C(=O)NC1CCCCC1)c1cccs1 (stereo unspecified)
    -1	5	5	-9	4	-7	-5	-5
- COCCNC(=O)c1c(CS(=O)(=O)c2ccccc2)noc1C(=O)NCc1ccccc1
    -5	2	-5	1	8	-3	-1	5
- CC(=O)Nc1cccc(NC(=O)CS(=O)(=O)c2cn(CC(=O)N(C(C)C)C(C)C)c3ccccc23)c1
    -5	3	-11	-45	-4	6	-12	-11
- CCC(Oc1ccccc1)C(=O)Nc1ccsc1C(=O)OC (stereo unspecified)
    -5	-33	-4	-26	4	7	-6	19
- CCN(CCn1cccn1)C(=O)CCc1nnc(CCc2ccccc2OC)o1
    -3	-6	-4	-9	-13	1	-4	7
- CCC(C)(C)NC(=O)C(c1ccc(F)cc1)N(Cc1ccc(OC)cc1)C(=O)c1cnccn1 (stereo unspecified)
    -1	5	-3	1	1	-2	-1	6
- Cc1ccsc1C(=O)N1CCCC(CCC(=O)N2CCN(c3ccccn3)CC2)C1 (stereo unspecified)
    -2	12	-6	10	2	0	4	8
- Cc1cc(Cl)ccc1OCCCC(=O)NN
    0	0	2	-1	0	-1	-10	11
- CCC1CCCCN1CCCNC(=O)Cn1c2ccccc2c2nc(=O)cc(C)n21 (stereo unspecified)
    -5	14	-1	11	22	-3	2	10
- Cc1ccc(C(=O)CN2C(=O)NC3(CCCCC3C)C2=O)s1 (stereo unspecified)
    -6	-1	4	-2	-13	-8	3	6
- Fc1ccc(CN2CCN(C(=S)NCCc3ccccc3)CC2)c(Cl)c1
    -3	15	-2	-1	1	-7	7	14
- CCOc1ccc(NC(=S)c2ccncc2)cc1
    2	5	-6	15	6	-8	-2	-12
- COc1cc(NC(=O)c2cccs2)c(OC)cc1NC(=O)CCC(=O)Nc1ccc(C)cc1
    0	-6	-2	21	6	12	1	18
- O=C(N/N=C/C1CCCCC1)c1ccccn1
    -3	-8	0	-18	1	-2	-14	5
- O=C(CCNS(=O)(=O)c1cccs1)N1CCc2ccccc2C1
    -7	-20	-3	0	0	-2	5	14
- Cc1ccc2[nH]c(=O)c(C(c3nnnn3CC3CCCO3)N3CCc4ccccc4C3)cc2c1 (stereo unspecified)
    -2	-3	-8	8	0	-2	9	-2
- Cc1cc(Cl)ccc1OCCCC(=O)NCc1ccccn1
    -3	0	-2	4	12	4	1	9
- CC(C(=O)OCC(=O)Nc1ccc(S(N)(=O)=O)cc1)N1C(=O)c2ccccc2C1=O (stereo unspecified)
    -3	9	-6	-10	2	-2	2	-1
- COc1ccccc1NC(=O)CC(NCc1ccccc1)C(=O)O (stereo unspecified)
    0	-5	-5	-5	2	-6	0	7
- Cc1cccc(NC(=O)COC(=O)c2nn(C)c(=O)c3ccccc23)c1C
    -2	2	-8	-5	6	6	-6	6
- NCCCCCCNS(=O)(=O)c1cccc2c(Cl)cccc12
    3	5	-16	-6	38	-1	-1	12
- Cc1nn(CCCC(=O)Nc2cc(Oc3ccc(F)cc3)cc([N+](=O)[O-])c2)c(C)c1[N+](=O)[O-]
    0	9	-7	13	11	17	56*	33
- COc1cc(OC)cc(-c2nn[nH]n2)c1
    -3	4	-3	9	-7	-6	-11	11
- Cc1cnc(C)c(N2CCC(C(=O)NCc3cccs3)CC2)n1
    1	-3	-5	-2	-4	-1	7	2
- O=C1C(NS(=O)(=O)c2cccs2)=C(N2CCN(c3cccc(C(F)(F)F)c3)CC2)C(=O)c2ccccc21
    1	-2	24	-59	-58	5	64*	31
- COCCSc1ccccc1C(=O)N1CCN(c2ccccc2OC)CC1
    -1	-1	2	2	-3	7	-7	5
- CC(C)c1ccc(NC(=O)c2sccc2-n2cccc2)cc1
    -4	-52	-8	16	-4	3	31	18
- CCOC(=O)c1ccc(-n2[nH]c(-c3ccccc3)cc2=O)cc1
    -3	-7	-3	0	-19	-10	27	15
- CCCNS(=O)(=O)c1ccc(OCC(=O)Nc2ccc3c(c2)OCO3)cc1
    7	5	1	-4	-1	-5	0	9
- Cc1ccc(C(=O)NCCNc2nc3cc(C)c(C)cc3cc2C)cc1
    1	18	-2	7	31	-4	-17	-10
- COC(c1ccccc1)c1nnc(CCC(=O)NC2CCCCC2)o1 (stereo unspecified)
    -3	0	4	-3	4	0	-1	3
- O=C(CNCc1cccs1)Nc1ccc(N2CCCCCC2)cc1
    -3	-3	0	-6	2	7	-2	8
- CCNc1nc(SCCOc2ccc(Cl)cc2Cl)nc(N(C)C)n1
    .	1	-13	.	.	-1	6	5
- COc1cccc(C2CC(c3cccs3)=NN2C(=O)CCC(=O)O)c1OC (stereo unspecified)
    -2	3	3	-5	4	-7	-8	7
- O=C(N/N=C/c1ccc([N+](=O)[O-])o1)c1cc2ccccc2o1
    5	0	-5	-22	1	-16	-10	1
- COc1ccc(C(=O)COc2ccc(F)cc2)c(O)c1C
    -3	-11	-6	0	-2	30	-2	6
- O=C(/C=C/c1ccc2ccccc2n1)c1cc(Cl)ccc1O
    -1	-1	-6	-4	-14	10	-5	17
- O=C(/C=N/O)Nc1ccccc1
    3	7	-3	5	0	-15	-6	-19
- O=C(Nc1cccc(O)c1)c1ccc(NC(=O)C2CCCO2)cc1 (stereo unspecified)
    1	-49	1	2	3	2	0	-4
- COc1ccc(N)c2c1C(=O)c1ccccc1C2=O
    .	-32	15	.	.	-8	8	45
- NC(=O)c1nsc(C(=O)N(CC(=O)NC2CCCCC2)c2cccc(F)c2)c1N
    -1	0	-1	3	26	1	9	17
- CCN(CC)CC1(O)CCN(C(=O)c2ccc(Cl)c(Cl)c2)CC1
    -4	13	-6	8	-1	-2	7	9
- Cc1cc(C)n(-c2nc(NCc3cccnc3)c3c4c(sc3n2)COC(C)(C)C4)n1
    -4	-1	8	21	14	10	-8	-1
- CN(Cc1ccc(O)cc1)C1CCCCC1
    -5	7	-2	-11	-2	-9	7	-21
- CCOC(=O)C1CCCN(CCC(=O)Nc2ccc(F)c(F)c2)C1 (stereo unspecified)
    4	0	8	24	1	4	-14	4
- O=C(Nc1cccc(Cl)c1)N1CCCCCC1
    -3	-24	6	0	4	7	2	3
- CN1C=CC=C/C1=C1\SC(=S)N(c2ccccc2)C1=O
    -9	-14	7	22	-39	-3	3	16

# Additional results
# Order of values: APJ ag	Gli-Sufu block	CXCR6 inh	APJ antagonist	UBC13 inh	EBI2 block	ATG4B inh	CCR6 antagonist
- COc1cc(NC(=O)c2ccccc2[N+](=O)[O-])ccc1NC(=O)C(C)C
    0	-2	0	1	6	-8	-1	16
- CC[N+]1(C)CC2CCC(C)(C1)C2(C)C (stereo unspecified)
    .	-11	-6	.	.	4	-11	-11
- COc1cc2c(cc1OC)CN(C(C)C(=O)N1CCc3ccccc31)CC2 (stereo unspecified)
    -5	6	6	17	8	-7	-2	4
- COc1ccccc1/C=C/C=N/NC(=O)c1cc(-c2ccco2)[nH]n1
    -6	2	-2	-1	3	-9	-3	11
- C=CCN(CC=C)S(=O)(=O)c1ccc(NC(=S)NC(=O)/C=C/c2ccc(C)cc2)cc1
    -1	7	9	-30	-9	15	-5	18
- COc1ccc(NC(=O)c2noc3c2CCC3)cc1
    4	-85	4	-6	9	2	-7	1
- Cc1ccc(-c2nnn(CC(=O)N(c3ccc(F)cc3)C(C(=O)NC3CCCC3)c3ccco3)n2)o1 (stereo unspecified)
    -5	1	4	8	-25	2	1	2
- CC(NC(=O)c1cccs1)C(c1cccs1)N1CCOCC1 (stereo unspecified)
    -1	0	0	-14	-8	-7	2	18
- N#Cc1ncc(-c2ccc3c(c2)OCCOCCOCCOCCOCCO3)nc1C#N
    -5	2	-3	29	-7	-11	7	14
- O=C(COc1ncnc2ccccc12)Nc1cccc(S(=O)(=O)N2CCOCC2)c1
    0	7	-2	-10	17	-7	1	-4
- Cc1ccc(C(=O)Nc2ccc(N3CCOCC3)cc2)cc1
    8	-60	-11	7	-4	2	-5	-12
- CC(=O)n1cc([C@@H]2C=C(C(=O)NCc3ccccc3)O[C@H](OCCCCO)C2)c2ccccc21
    9	22	-3	3	-7	10	-5	-8
- CCCN(CC(=O)Nc1ccccc1C)C(=O)c1cc(C)oc1C
    -4	-6	1	-1	11	3	-6	6
- CNc1nc(SC)nc(N(C#N)CC(=O)OC)n1
    0	-23	4	4	11	-1	-9	14
- COc1ccc(-c2nc(CS(=O)(=O)CC(=O)NCc3cccc(F)c3)c(C)o2)cc1
    -3	-4	0	2	7	7	-8	4
- Cc1cc2c(cc(C(=O)N3CCC(C(=O)N4CCCC4)CC3)n2Cc2c(F)cccc2Cl)o1
    -4	22	5	9	7	8	12	13
- COc1ccc(CNC(=O)[C@@H](C)NC(=O)C2CCN(C(=O)[C@@H](N)CCSC)CC2)cc1
    -1	-12	-2	-72	-12	2	-30	-12
- CC(C)(Oc1ccc(Cl)cc1)C(=O)NCc1ccco1
    -4	5	7	-6	-12	4	6	8
- C[C@H](CO)N1C[C@H](C)[C@@H](CN(C)C(=O)Nc2ccc3c(c2)OCO3)Oc2c(NS(=O)(=O)c3cn(C)cn3)cccc2C1=O
    -1	13	-14	7	-1	-4	-14	-2
- C=CCNC(=O)CSc1nnc(C(CC)N(C)C)n1C1CCCCC1 (stereo unspecified)
    -4	1	-4	7	7	-3	-7	6

# By substructure, those above containing an NH in an aromatic ring (5)
# Order of values: APJ ag	Gli-Sufu block	CXCR6 inh	APJ antagonist	UBC13 inh	EBI2 block	ATG4B inh	CCR6 antagonist
- CC(C)N(Cc1nc2ccccc2[nH]1)C(C)C
    -5	11	-2	1	9	-4	-19	-9
- Cc1ccc2[nH]c(=O)c(C(c3nnnn3CC3CCCO3)N3CCc4ccccc4C3)cc2c1 (stereo unspecified)
    -2	-3	-8	8	0	-2	9	-2
- COc1cc(OC)cc(-c2nn[nH]n2)c1
    -3	4	-3	9	-7	-6	-11	11
- CCOC(=O)c1ccc(-n2[nH]c(-c3ccccc3)cc2=O)cc1
    -3	-7	-3	0	-19	-10	27	15
- COc1ccccc1/C=C/C=N/NC(=O)c1cc(-c2ccco2)[nH]n1
    -6	2	-2	-1	3	-9	-3	11
